High-throughput results: PubChem BioAssay, several laboratories
M5 PAM: human M5 muscarinic receptor positive allosteric modulators, primary screen, CHO-K1 cells, Fluo-8 calcium fluorescence; Muscarinic acetylcholine receptor M5 (Homo sapiens), P08912; CHO-K1 hM5, ACh EC20 PAM; 0% = ACh EC20, 100% = ACh EC100; activation, % at 3 µM; 360,000 tested, 0.3% active;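 active means activation above the run cutoff, the mean activation of all test compounds plus 3 SD, cut at about 18% in these data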
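System: CHO-K1 cell line with stable human muscarinic M5 receptor expression | Also added: EC20 acetylcholine as agonist stimulus | Compound: One concentration, 3 µM final (nominal) | Timing: Fluo-8 loading 80 min at 37 °C plus 30 min room temperature | Measured by: Fluo-8 calcium dye fluorescence, kinetic read | Read-out basis: % activation, ACh-normalized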
CHRM5 antagonist: human M5 muscarinic receptor antagonists, primary screen, CHO cells, Fluo-8 calcium fluorescence; Muscarinic acetylcholine receptor M5 (Homo sapiens), P08912; CHO-hM5 cells, ACh EC80; inhibition, % at 3 µM; 360,000 tested, 0.59% active; AID 624040, 2012;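 active means inhibition above a per-plate cutoff, the mean of that plate's test compounds plus 3 SD, cut at about 27% in these data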;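 further: 0% = acetylcholine EC80 with DMSO and 100% = DMSO without agonist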
CRFBP-R2 agonist: agonists of CRF-BP/CRF-R2 complex, primary screen, cell-based, HEK293, calcium dye fluorescence, uHTS; CRF-binding protein / CRF receptor 2 complex (human); calcium dye fluorescence (FLIPR); percent of saturating CRF peptide response; activation, % at 13.2 µM; 350,000 tested, 0.46% active; AID 588473, 2011;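 active means activation of at least 50%, plus an integration ratio under a set limit after plate pattern correction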;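 further: plate controls were neutral control wells without compound for no effect and CRF at EC100 for full effect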
CRFR2-BP antag: antagonists of CRF-BP/CRF-R2 complex, primary screen, cell-based, HEK293, calcium dye fluorescence, uHTS. inhibition, % at 11.8 µM. CRF-induced calcium fluorescence. 350,000 tested, 0.59% active;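 active means inhibition of the ligand-induced calcium signal above about 50% at the single tested concentration, limit read from the data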
CHRM1 PAM: human M1 muscarinic receptor positive allosteric modulators, primary screen, CHO-K1 cells, Fluo-8 calcium fluorescence, 1536-well; activation, % at 3 µM; Muscarinic acetylcholine receptor M1 (Homo sapiens), P11229; 360,000 tested, 0.088% active; CHO-K1 hM1, ACh EC20; 0% = ACh EC20, 100% = maximal ACh; in the data active means activation above about 19%, passing the limit was not always enough
M4 ag: human M4 muscarinic receptor agonists, primary screen, CHO-K1 cells, Fluo-8 calcium fluorescence | Muscarinic acetylcholine receptor M4 (Homo sapiens), P08173 | CHO-K1 hM4/Gqi5; vehicle 0%, full acetylcholine response 100% | activation, % at 3 µM | 360,000 tested, 0.14% active | AID 624127, 2012;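 active means activation above the run mean over all test wells plus 3 SD, cut at about 32% in these data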;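 further: peak over basal fluorescence ratio per well then scaled between controls; 0% = DMSO wells and 100% = acetylcholine at EC100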
Target sequence (P08173 whole entry, looked up): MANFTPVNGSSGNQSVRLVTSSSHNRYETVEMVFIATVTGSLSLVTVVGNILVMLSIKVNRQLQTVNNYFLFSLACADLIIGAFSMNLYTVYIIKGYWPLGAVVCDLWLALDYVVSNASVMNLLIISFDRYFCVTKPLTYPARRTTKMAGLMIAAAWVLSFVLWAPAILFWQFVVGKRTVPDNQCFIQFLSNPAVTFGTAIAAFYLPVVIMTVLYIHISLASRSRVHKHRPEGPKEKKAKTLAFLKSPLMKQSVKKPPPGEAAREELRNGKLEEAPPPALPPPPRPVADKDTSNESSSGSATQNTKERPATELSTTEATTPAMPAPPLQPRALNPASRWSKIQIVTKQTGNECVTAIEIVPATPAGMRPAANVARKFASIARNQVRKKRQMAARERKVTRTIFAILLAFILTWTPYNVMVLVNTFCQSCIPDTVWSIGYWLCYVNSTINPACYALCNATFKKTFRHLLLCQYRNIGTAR
CHRM4 antagonist: human M4 muscarinic receptor antagonists, primary screen, CHO cells, Fluo-8 calcium fluorescence; Muscarinic acetylcholine receptor M4 (Homo sapiens), P08173; CHO-hM4 cells, ACh EC80; inhibition, % at 3 µM; 360,000 tested, 0.73% active; AID 624125, 2012;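 active means inhibition above its plate's cutoff, the mean inhibition of sample wells plus 3 SD, cut at about 27% in these data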;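 further: 0% = acetylcholine EC80 with DMSO and 100% = DMSO without agonist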
CHRM5 agonist: human M5 muscarinic receptor agonists, primary screen, CHO-K1 cells, Fluo-8 calcium fluorescence; activation, % at 3 µM; Muscarinic acetylcholine receptor M5 (Homo sapiens), P08912; CHO-K1 hM5 cells; 0% DMSO wells, 100% maximal acetylcholine response; 360,000 tested, 0.19% active;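 active means activation above the run's mean over test compounds plus 3 SD, cut at about 23% in these data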;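 further: signal is peak over basal fluorescence ratio across the kinetic read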
M4 PAM: human M4 muscarinic receptor positive allosteric modulators, primary screen, CHO-K1 cells, Fluo-8 calcium fluorescence. CHO-K1 hM4/Gqi5, ACh EC20; 0% = ACh EC20, 100% = maximal ACh. activation, % at 3 µM. 360,000 tested, 0.4% active. AID 624126, 2012;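 active means activation above its plate's cutoff, the mean activation of sample wells plus 3 SD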; further: some results filed as inactive read as strong as hits
Active calls of the source: *; & = joins results of further samples.

Codes – A = M5 PAM; B = CHRM5 antagonist; C = CRFBP-R2 agonist; D = CRFR2-BP antag; E = CHRM1 PAM; F = M4 ag; G = CHRM4 antagonist; H = CHRM5 agonist; I = M4 PAM
> CC(C)CNC(=O)c1ccccc1NC(=O)CSCc1ccccc1
  A: 5; B: -4; C: -0.5; D: -4; E: -7; F: 0; G: 3; H: -2; I: 0

> COc1ccc(C)cc1S(=O)(=O)N(C)CC(=O)N1CCN(C)CC1
  A: -4; B: -6; C: 1.9; D: -12; E: 10; F: 1; G: -11; H: -1; I: 8

> COCCn1cnnc1SCC(=O)Nc1ccc(Br)cc1F
  A: 9; B: 0; C: -1.4; D: -12; E: 15; F: 1; G: -3; H: 2; I: 13

> CN1CCN(S(=O)(=O)c2ccc(-c3ccccc3)cc2)CC1
  A: -1; B: -3; C: 2.3; D: -17; E: 3; F: 1; G: -8; H: -1; I: 9

> O=C(Nc1ccccc1C(=O)N1CCOCC1)C1CC(=O)N(C2CCCC2)C1 (configuration not stated)
  A: 0; B: -4; C: 0.4; D: 9; E: 8; F: 0; G: 9; H: 0; I: 15

> Cc1onc(-c2c(Cl)cccc2Cl)c1C(=O)Nc1ccc(Cl)cn1
  A: -3; B: -2; C: 0.4; D: -7; E: -4; F: -2; G: -8; H: -9; I: -9

> COc1ccc(Nc2nc(C)nc3c2oc2ccccc23)cc1
  A: 3; B: 4; C: -0.5; D: 13; E: -4; F: 2; G: 2; H: -7; I: -1

> Cc1ccc(CNCc2ccc3c(c2)OCO3)cc1
  A: 8; B: 3; C: -2.1; D: 14; E: 0; F: 1; G: 3; H: 1; I: -10

> COc1cc(OC)c(NC(=O)C2CCCN2C(=O)OCc2ccccc2)cc1Cl (configuration not stated)
  A: 3; B: -7; C: -0.7; D: -14; E: 1; F: 1; G: -1; H: 2; I: -3

> Cc1c(NS(=O)(=O)c2ccc3c(c2)OCCO3)cccc1-c1nc2cccnc2s1
  A: -10; B: 8; C: 0.5; D: -13; E: -8; F: 15; G: -11; H: 9; I: -8

> COc1ccc(C(=O)CCc2ccccc2)c(O)c1
  A: -13; B: 16; C: -0.9; D: 0; E: -11; F: 8; G: 6; H: -2; I: -30

> COc1ccc(C2CC(c3ccc(Cl)c(Cl)c3)Nc3nc(N)nn32)cc1 (configuration not stated)
  A: -4; B: 1; C: 13; D: -41; E: 3; F: 3; G: -2; H: 3; I: 0

> COc1cc(OC)cc(C(=O)N[C@H](C(=O)OCC(=O)Nc2ccc(F)c(F)c2)C(C)C)c1
  A: -4; B: 1; C: 1.6; D: -89; E: 3; F: 1; G: 4; H: -3; I: -1

> CN1CCN(c2nc(-c3cccc([N+](=O)[O-])c3)nc3ccccc23)CC1
  A: -1; B: 5; C: 1.2; D: -53; E: 21; F: 5; G: -13; H: -3; I: -4

> COc1cccc(C2NC(=O)c3ccccc3O2)c1OCc1ccccc1F (configuration not stated)
  A: 1; B: 10; C: -1.5; D: -7; E: -2; F: 4; G: 3; H: -5; I: -9

Whole records, looked up by structure. Order of values: M5 PAM	CHRM5 antagonist	CRFBP-R2 agonist	CRFR2-BP antag	CHRM1 PAM	M4 ag	CHRM4 antagonist	CHRM5 agonist	M4 PAM
COc1cc(OC)c(NC(=O)C2CCCN2C(=O)OCc2ccccc2)cc1Cl (configuration not stated) is listed with 3	-7	-0.7	-14	1	1	-1	2	-3
CC(C)CNC(=O)c1ccccc1NC(=O)CSCc1ccccc1 is listed with 5	-4	-0.5	-4	-7	0	3	-2	0

The listing picks up, starting 3 compounds before the break.
Codes – A = M5 PAM; B = CHRM5 antagonist; C = CRFBP-R2 agonist; D = CRFR2-BP antag; E = CHRM1 PAM; F = M4 ag; G = CHRM4 antagonist; H = CHRM5 agonist; I = M4 PAM
> COc1cc(OC)cc(C(=O)N[C@H](C(=O)OCC(=O)Nc2ccc(F)c(F)c2)C(C)C)c1
  A: -4; B: 1; C: 1.6; D: -89; E: 3; F: 1; G: 4; H: -3; I: -1

> CN1CCN(c2nc(-c3cccc([N+](=O)[O-])c3)nc3ccccc23)CC1
  A: -1; B: 5; C: 1.2; D: -53; E: 21; F: 5; G: -13; H: -3; I: -4

> COc1cccc(C2NC(=O)c3ccccc3O2)c1OCc1ccccc1F (configuration not stated)
  A: 1; B: 10; C: -1.5; D: -7; E: -2; F: 4; G: 3; H: -5; I: -9

> CC(=O)c1cccc(NC(=O)CN2C(=O)COc3ccc(Cl)cc32)c1
  A: -9; B: -1; C: -0.7; D: 5; E: -5; F: 6; G: -6; H: 0; I: -1

> CS(=O)(=O)Nc1ccc(-c2cn3cccnc3n2)cc1
  A: 3; B: -2; C: -1.5; D: 10; E: 7; F: 1; G: 5; H: -2; I: 6

> Cc1cc(Cl)c(OCCCn2cncn2)c(Br)c1
  A: 2; B: -4; C: -0.3; D: 12; E: 3; F: 0; G: 11; H: -8; I: -3

> O=C(/C=C/c1ccc(OCc2ccccc2)c(OCc2ccccc2)c1)c1cccnc1
  A: -2; B: 8; C: 1.8; D: -36; E: 2; F: 0; G: 5; H: -3; I: 6

> COC(=O)CCC(C)C1CCC2C3CCC4CC(O)CCC4(C)C3=CC(=O)C12C (configuration not stated)
  A: -4; B: 2; C: -3.3; D: -1; E: -6; F: 5; G: -13; H: 1; I: -7

> CCCCOc1ccc(Cc2c(Cl)nc(SC)nc2N2CCOCC2)cc1
  A: -1; B: 3; C: -2.1; D: -9; E: -6; F: 0; G: 3; H: 1; I: -2

> O=C(O)c1ccc(-n2nc(C(F)(F)F)c3c2CCCC3)cc1
  A: 1&0; B: -7&-1; C: 0.3&1.2; D: 10&1; E: 11&5; F: 1&0; G: -6&-1; H: -4&-2; I: -2&-2

> O=C(Cn1cc(Br)ccc1=O)Nc1ccc2c(c1)OCO2
  A: -4; B: 8; C: 0.8; D: 0; E: -8; F: 15; G: 8; H: 7; I: 1

> COCCNC(=O)CN(C(=O)CCC(=O)Nc1ccccn1)c1ccc(F)cc1
  A: -2; B: 1; C: -4.6; D: 25; E: 1; F: 1; G: 15; H: -1; I: -1

> Cc1ccc(N2CCN(C(=O)NC3CCCCC3)CC2C)cc1 (configuration not stated)
  A: 1; B: 6; C: -0.5; D: -8; E: 3; F: 1; G: -2; H: 0; I: 8

> COc1ccc(-c2csc(NC(=O)Nc3ccccc3)n2)cc1
  A: -17; B: 21; C: 4.9; D: 17; E: 7; F: 13; G: 14; H: 1; I: -11

> CC(C)C[C@H](NC(=O)c1nc[nH]c1C(=O)NCC(=O)OCc1ccccc1)C(=O)OCc1ccccc1
  A: -27; B: 19; C: 3.3; D: -5; E: -6; F: 18; G: 5; H: -2; I: -10

> O=C(CN(C(=O)Cn1nnc(-c2ccccc2F)n1)c1cnc2ccccc2c1)NCC1CCCO1 (configuration not stated)
  A: -7; B: 6; C: 0.9; D: 7; E: -7; F: 1; G: 4; H: -4; I: -7

Quoted from the listing.
CHRM4 antagonist result of COCCNC(=O)CN(C(=O)CCC(=O)Nc1ccccn1)c1ccc(F)cc1 = 15
CRFBP-R2 agonist result of CC(C)CNC(=O)c1ccccc1NC(=O)CSCc1ccccc1 = -0.5
